Ecoli viability = counter-screen for AddAB inhibitors: E. coli growth inhibition. E. coli V3065 growth, OD600 absorbance, 18 h. inhibition, % at 11.9 µM. hit rate 0.27% among 330,000. AID 449728;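 active = inhibition above the campaign's mean inhibition across all tested compounds plus 3 SD, cut at about 9.9% in these data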;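 note: uninfected addAB+ strain grown without phage in ampicillin broth; 0% = DMSO wells and 100% = ciprofloxacin 0.95 µg/ml wells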
PfHsp90 set2 = growth inhibition of yeast expressing Plasmodium Hsp90; S. cerevisiae expressing PfHsp90, BacTiter-Glo ATP, 48 h; yeast lacking PDR1 and PDR3 efflux regulators; inhibition, % at 9.4 µM; AID 504621; hit rate 0.32% among 310,000;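 active = every replicate shows inhibition above about 80%, whatever the replicate mean, limit read from the data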;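 note: 0% = DMSO neutral controls and 100% = 20 µM radicicol positive controls; yeast relying on Plasmodium falciparum Hsp90 in place of its own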
HTR5A inv ag = counter-screen for OPRM1-OPRD1 inverse agonists: human HTR5A inverse agonism; HTR5A cell line, luminescence; inhibition, % at 9.3 µM; hit rate 0.083% among 340,000; AID 504634; in the data active = inhibition mostly above about 23%, no sharp cut-off; inactive = mostly below about 18%;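 note: 0% = cells with DMSO and 100% = no-cell wells with DMSO; some compounds called inactive have numbers as strong as hits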
phage Ecoli inh = E. coli growth loss with phage present. growth absorbance. inhibition, % at 11.9 µM. hit rate 0.26% among 360,000. AID 651602; in the data active = inhibition above about 11%
MOR-DOR ag = OPRM1-OPRD1 heterodimerization agonism; cells, luminescence; P35372+P41143; activation, % at 9.3 µM; hit rate 0.3% among 340,000; in the data active = activation above about 18%;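 note: 0% = vehicle-treated cells and 100% = reference agonist; values of inactives mirror those of a sister screen read the other way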
Target sequence (P35372 whole entry, looked up): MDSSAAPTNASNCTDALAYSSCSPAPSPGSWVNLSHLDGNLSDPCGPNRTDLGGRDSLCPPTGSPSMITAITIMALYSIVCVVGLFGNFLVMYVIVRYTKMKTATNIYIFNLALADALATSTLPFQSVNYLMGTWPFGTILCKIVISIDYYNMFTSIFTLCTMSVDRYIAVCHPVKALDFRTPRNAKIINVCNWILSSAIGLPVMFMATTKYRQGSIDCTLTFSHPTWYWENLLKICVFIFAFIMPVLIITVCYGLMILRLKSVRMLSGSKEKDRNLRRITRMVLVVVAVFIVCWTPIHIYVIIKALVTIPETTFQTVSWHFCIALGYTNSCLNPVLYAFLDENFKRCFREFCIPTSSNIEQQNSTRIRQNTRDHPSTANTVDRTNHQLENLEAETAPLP
Target sequence (P41143 whole entry, looked up): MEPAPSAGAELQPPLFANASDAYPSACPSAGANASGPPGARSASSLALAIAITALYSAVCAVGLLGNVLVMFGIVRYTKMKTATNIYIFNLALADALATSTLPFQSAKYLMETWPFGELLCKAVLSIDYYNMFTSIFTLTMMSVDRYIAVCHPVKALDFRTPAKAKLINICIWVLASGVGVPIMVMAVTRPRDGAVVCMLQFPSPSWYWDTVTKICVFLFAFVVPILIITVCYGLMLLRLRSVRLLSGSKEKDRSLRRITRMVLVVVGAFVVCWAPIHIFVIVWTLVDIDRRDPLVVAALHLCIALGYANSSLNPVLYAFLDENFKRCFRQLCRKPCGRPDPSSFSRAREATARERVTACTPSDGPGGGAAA
Mot1-301 SUMO = blocks SUMOylation pathway, rescuing yeast Mot1-301 growth | S. cerevisiae Mot1-301 growth rescue, ATP luminescence, 38.5C; percent above DMSO median, 100 means doubled | AID 2716 | growth rescue, % at 18.8 µM | hit rate 1% among 320,000;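 active = every valid replicate shows activation above 250% relative to neutral control wells; inactive = the rest, any valid replicate at or below 250%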;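 note: OY570 slx delta 5 strain wells were the positive control but not used for scaling; some compounds called inactive have numbers as strong as hits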
Tat export inh = inhibitors of E. coli Tat protein transport; hit rate 0.036% among 340,000; AID 488895; E. coli MC4100 TorA-mCherry Tat export, fluorescence; inhibition, % at 10 µM;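 active = mean replicate inhibition at least 50% and at least half of replicates individually reaching 50%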;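 note: exported cargo escapes ClpAP degradation while cytoplasmic cargo is degraded and loses fluorescence; 0% = median of neutral control wells and 100% = median of NaSCN control wells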
MOR-DOR inv ag = inverse agonists of human mu-delta opioid receptor heterodimerization; P35372+P41143; cell-based MOR-DOR heterodimer luminescence, inverse agonism; inhibition, % at 9.3 µM; hit rate 0.21% among 340,000; AID 504357; in the data active = inhibition above about 22%, passing the limit was not always enough;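 note: 0% = cells with DMSO and 100% = wells without cells with DMSO; values of inactives mirror those of a sister screen read the other way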
AddAB inh = less growth of phage-infected E. coli with AddAB | hit rate 0.29% among 330,000 | inhibition, % at 11.9 µM | E. coli expressing H. pylori AddAB, absorbance growth; in the data active = inhibition above about 12%;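 note: 0% = vehicle wells of infected cells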
PKA-R1A activ = activators of PKA-R1A complex; hit rate 0.083% among 340,000; activation, % at 11.4 µM; PKA-R1A dissociation, Cy5-IP20 fluorescence polarization; scaled: DMSO 0%, 113 µM cGMP 100%;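 active = percent activation above the mean of all tested compounds plus 3 SD, cut at about 19% in these data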;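 note: higher means more PKAc released from R1A so a rise in polarization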
PKA-R2B activ = activates the human PKA-R2B holoenzyme complex. AID 504700. P22694+P31323. PKA-R2B holoenzyme dissociation, Cy5-IP20 fluorescence polarization; R2B truncated from residue 108, S112A mutant; 0% DMSO only, 100% 113 µM cGMP. activation, % at 11.4 µM. hit rate 0.079% among 340,000;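 active = activation above a cutoff set at the mean over all compounds plus 3 SD, cut at about 18% in these data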;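 note: higher means more holoenzyme dissociation and a rise in polarization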
* marks the source's active call; other numbers are inactive results; . = not tested or not shown.

SMILES	Ecoli viability	PfHsp90 set2	HTR5A inv ag	phage Ecoli inh	MOR-DOR ag	Mot1-301 SUMO	Tat export inh	MOR-DOR inv ag	AddAB inh	PKA-R1A activ	PKA-R2B activ
COc1ccc(C)cc1S(=O)(=O)N(C)CC(=O)N1CCN(C)CC1	1.2	8	7	0.2	0.7	12	1	-4	-1.1	4	6
O=C(NC(Cc1ccccc1)C(=O)O)/C(=C\c1ccccc1)NC(=O)c1ccco1 (centres undefined)	-1.3	-23	-9	-0.4	-1.3	11	2	7	0.1	2	12
Cc1ccsc1C(=O)Nc1ccc(C(=O)O)cc1	0.8	13	3	0.7	-1.6	-37	10	9	7.9	-10	4
CCOc1ccc2nc(NCCCNS(=O)(=O)c3ccc(F)cc3)c(C#N)cc2c1	2.3	6	-11	.	1.0	-15	7	-5	2.7	3	-3
COc1ccc(NC(=O)CN(C)C(=O)c2ccc3ccccc3c2)cc1	.	9	-12	0.4	-0.5	.	4	3	.	-9	-17
CCN(C(=O)c1cc2c(=O)[nH]c3ccc(C)cc3c2s1)c1ccc(F)cc1	0.3	16	6	-3.4	10	0	1	-52	3.9	-3	6
O=C(O)CNC(=S)N(Cc1ccccc1Cl)C1CCCCC1	4.4	-2	31	3.4	-1.7	23	5	9	2.4	0	6
COc1ccc(CC(=O)NCc2ccc(Cl)cc2)cc1S(=O)(=O)N1CCOCC1	.	-14	-8	1.8	-3.0	.	3	16	.	-13	-16
OC(COc1ccccc1)CN1CCC(Cc2ccccc2)CC1 (centres undefined)	-0.2	0	1	-0.9	0.2	-11	-5	-1	1.8	2	1
O=C(/C=C/c1ccco1)Nc1ccc2nn(-c3ccccc3)nc2c1	-1.5	-20	-15	1.9	-0.6	42	0	3	3.9	-12	2
CN(C)S(=O)(=O)c1cc(NC(=O)CN2CCCc3ccccc32)ccc1Cl	1.9	-13	-9	2.6	-1.3	243	-6	6	1.8	4	-1
CC1CCCC(C)N1C(=O)COC(=O)CNC(=O)c1sc2ccccc2c1Cl (centres undefined)	-0.4	16	-40	1.9	-0.2	268	-7	1	1.8	-4	4
CCn1c(C(=O)OC)cc2c1ccn2-c1ccc(F)cc1	-1.6	-36	-49	0.5	3.7	5	6	-21	0.4	-2	-4
Cc1cc2c(=O)n(CC(=O)NCC(=O)N3CCN(Cc4ccccc4)CC3)cnc2s1	-0.9	-3	8	2.1	-2.9	-2	4	12	3.2	-3	-4
Cc1cc(C)cc(NS(=O)(=O)c2ccc3[nH]c(=O)ccc3c2)c1	.	-10	-3	-0.7	-3.2	-7	-14	15	.	6	7
N#C/C(=C\c1ccccc1C(=O)O)c1nc2ccccc2[nH]1	0.9	-2	6	2.6	-2.7	-5	-4	12	0.9	1	9
CC(C)OC(=O)/C(C#N)=C\c1cccnc1	2.1	-3	0	2.0	-2.7	54	-4	13	0.9	-9	-9
COc1cccc(/C=C/C(=O)OCC(=O)Nc2ccc(Cl)c(S(=O)(=O)N(C)C)c2)c1	1.7	-1	-1	4.2	0.4	234	5	-2	3.6	-15	-9
O=C(COC(=O)c1ccccc1Oc1ccccc1)NCc1ccco1	-0.2	-38	4	2.9	-3.2	-12	-7	17	-0.2	-7	-12
O=C(O)CCC(=O)Nc1nc2ccccc2s1	-0.3	9	-13	3.5	-3.4	-6	4	17	1.1	-16	4
Cc1ccc(NC(=O)COC(=O)CSCC(=O)Nc2cc(C)on2)c(C)c1	-0.4	-5	-11	0.5	-1.2	-6	-8	8	-2.6	-2	5
Cc1c(/C=N/NC(=O)c2ccc(O)cc2)c2ccccn2c1C(=O)c1ccc(F)cc1	2.1	20	-10	0.2	-3.3	38	-1	17	-0.3	-2	-6
O=C(Cn1nc(-c2cccc(Cl)c2)ccc1=O)Nc1ccc(C(=O)NC2CC2)cc1	2.5	.	-8	2.1	-1.7	-1	-7	8	3.5	-3	9
CCc1ccccc1NC(=O)CN(c1ccc(OC)cc1OC)S(=O)(=O)c1ccccc1	-0.5	-2	-8	0.6	-0.1	-10	11	1	-0.8	-5	3
CCOC(=O)CNC(=S)N(Cc1cccs1)C1CCCCC1	0.6	-2	-31	6.3	-1.3	388	1	8	2.8	-1	-4
COCc1nc2ccccc2n1Cc1ccccc1	-0.9	2	-9	2.0	-2.2	337	-1	14	1.0	0	0
Cc1cc(C)cc(NC(=O)Nc2ccc(NC(=O)c3ccccc3O)cc2)c1	-2.8	-20	-31	1.5	17	1	-3	-86	-3.0	3	-7
Cc1ccccc1C=Nc1ccccc1C(N)=O	0.6	3	0	1.6	-3.2	-1	15	14	2.5	-9	-13
Cc1c(C(=O)Oc2ccc(F)cc2)sc2ncn(Cc3cccc(F)c3)c(=O)c12	-0.9	16	0	3.4	-1.6	.	-4	8	-2.4	-2	-1
NNc1nc(-c2ccccc2)c2ccccc2n1	6.6	-2	25	1.7	-4.6	.	4	21	4.4	-6	-9
CC(=O)Nc1cc2c3ccccc3n(C)c2cc1[N+](=O)[O-]	.	-15	-3	2.7	2.3	.	-6	-10	.	-1	-4
OCCN(/C=N/c1nc(-c2ccc(Br)cc2)cs1)CCO	0.7	-18	-3	3.5	-1.9	10	3	10	-0.4	-7	-3
O=C1CC(SC(=Nc2ccccc2)Nc2ccccc2)C(=O)N1c1ccc(Cl)c(Cl)c1 (centres undefined)	0.3	-3	13	4.5	2.8	-7	6	-19	0.8	-10	6
O=C(c1cccc([N+](=O)[O-])c1)N1CCN(S(=O)(=O)/C=C/c2ccccc2)CC1	1.9	9	-11	-2.5	-1.1	-6	2	4	0.1	-10	-6
Cc1ccc(NC(=S)NC(=O)C2CCCCC2)c(Br)c1	1.7	-13	0	5.2	14	84	-3	-73	1.2	-6	0
O=C(NCc1ccccn1)c1ccc(/C=N/O)nc1	-1.1	5	8	-0.2	-4.7	11	5	20	-2.0	-11	-8
Cc1ccc(C2CC(c3ccc(NS(C)(=O)=O)cc3)=NN2C(=O)c2ccco2)cc1 (centres undefined)	1.6	-19	5	1.2	-0.1	6	-5	0	2.2	-5	3
COc1ccc(C(=O)N(C)Cc2ccc(C)o2)cc1OC1CCN(C(C)C)CC1	3.8	6	6	2.9	6.6	1	11	-36	1.4	14	-4
CCOc1ccccc1Oc1c(C)oc2c(CN3CCN(CCO)CC3)c(O)ccc2c1=O	-3.5	5	25	3.6	0.7	2	6	-4	-1.0	-3	-4
CC1Oc2ccccc2OC1(O)c1ccccn1 (centres undefined)	-0.3	-28	-4	5.8	-2.1	1	8	11	-0.8	-3	-5
COc1cc(CNCc2ccc(Br)cc2)cc(OC)c1	2.0	5	-23	2.6	3.6	-5	2	-18	1.1	-4	9
Cc1ccccc1NC(=O)c1cccc(Cn2cc(Br)c([N+](=O)[O-])n2)c1	2.8	24	-4	1.9	-1.2	-11	6	7	6.6	2	-4
CNC(=O)N(O)C1N(/N=C/c2cc(Br)ccc2O)C(=S)SC1(C)C (centres undefined)	-1.4	-6	-14	2.9	0.2	27	0	-1	0.3	-6	-7
CCSc1ccc(NC(=O)c2cccnc2)cc1	-0.9	-5	-19	1.7	0.6	20	0	-4	0.0	8	-2
COc1ccc(NC(=O)c2cncc(Br)c2)cc1S(N)(=O)=O	-0.6	-66	-9	1.0	-1.6	-1	-3	8	-0.2	3	-6
Cc1cc(C)cc(N(C(C)C(=O)N2CCCC2)S(C)(=O)=O)c1 (centres undefined)	0.4	-17	-28	1.7	-2.3	12	-8	12	1.2	-4	-9
Cc1ccsc1C(=O)NNC(=O)c1ccc(NS(=O)(=O)c2cccs2)cc1	-0.2	-57	1	2.9	-2.2	-14	-4	12	-0.4	0	6
Cc1cc(C(=O)OCC(=O)NCc2cccs2)c2ccccc2n1	-1.6	11	-15	1.8	1.0	-3	-1	-5	-2.2	4	3
CCc1ccc(NC(=O)C2CCN(S(=O)(=O)c3cnc[nH]3)CC2)cc1	2.1	-12	3	0.8	-3.6	-6	2	19	3.5	1	11
COc1ccc(OCC(=O)NNC(=O)c2nn(C)c(=O)c3ccccc23)cc1	0.0	16	11	2.5	-3.4	-8	-6	18	1.6	-8	11

Remaining list, next part:
SMILES	Ecoli viability	PfHsp90 set2	HTR5A inv ag	phage Ecoli inh	MOR-DOR ag	Mot1-301 SUMO	Tat export inh	MOR-DOR inv ag	AddAB inh	PKA-R1A activ	PKA-R2B activ
CCCN(Cc1ccccc1)S(=O)(=O)c1ccc(N2C(=O)CCC2=O)cc1	0.2	15	-3	1.0	-2.4	-14	4	14	-0.1	-5	-2
CCOc1ccc(N2C(=O)CC(NCC3CCCO3)C2=O)cc1 (centres undefined)	2.4	-6	13	-0.4	-0.3	-10	6	2	4.6	-13	3
CCOC(=O)C1CCN(C(=O)Cn2nc(C)n3c(cc4cc(C)ccc43)c2=O)CC1	-0.8	8	5	-1.0	-1.2	-8	-1	6	2.0	-3	5
O=C(COc1ccc(-n2cnnn2)cc1)Nc1ccccc1Cl	0.4	-4	-14	3.5	-2.6	9	12	14	2.5	3	-2
CCC(C)C(NC(=O)C(C)NC(=O)CNC(=O)CNC(=O)OCc1ccccc1)C(=O)OC (centres undefined)	1.2	9	-2	1.6	2.2	-20	-4	-13	0.4	5	-9
Cc1cnc(C(=O)NCc2ccc(Cl)cc2Cl)cn1	-0.8	-21	6	-1.9	1.7	-2	5	-8	1.4	4	-2
O=C(NCc1ccco1)c1sc2cc(F)ccc2c1Cl	2.0	10	1	3.6	-0.2	318	-2	1	0.7	-6	-3
Cc1ccc(S(=O)(=O)N(CC(=O)NCc2ccco2)c2ccccc2C)cc1	-3.2	-3	-9	0.9	-1.9	-19	5	10	0.3	-4	4
CC(=O)Nc1ccc(C2=NNC(=NCC3CCCO3)SC2)cc1 (centres undefined)	-1.8	10	-19	2.0	-2.1	15	16	9	-0.8	1	-1
CN(CCC#N)C(=O)COC(=O)c1ccc2[nH]c3c(c2c1)CCCC3	-1.0	5	.	-0.5	.	-5	-2	.	2.5	.	.
CCOc1ccc(CC(C(N)=O)C(N)=O)cc1	0.0	-23	-32	3.6	-1.9	112	-1	9	1.3	-1	7
CC(C)Cn1cc(C(=O)NCC2CCCO2)c2c3ccccc3n(C)c2c1=O (centres undefined)	-0.7	36	-1	2.2	-0.5	-6	-2	2	1.7	0	3
Clc1ccc2c(N3CCOCC3)ccnc2c1	-1.6	-16	-40	2.7	-2.5	-11	4	12	-2.0	-3	-10
CCC1(CC)NC(=O)N(CC(=O)OCC(=O)Nc2sccc2C#N)C1=O	1.3	8	-11	4.9	-2.5	-4	-7	12	2.5	2	2
Cc1ccc(NC(=O)[C@H](Cc2c[nH]c3ccccc23)NC(=O)[C@@H]2Cc3ccccc3CN2)c(C)c1	-1.0	6	-19	3.4	-0.8	-1	1	4	3.9	-1	2
Cn1c(N)c(C(=O)COC(=O)CCC(=O)c2cccs2)c(=O)n(C)c1=O	1.4	.	19	2.5	-2.4	.	-1	14	2.2	-5	4
CN(c1ccccc1)S(=O)(=O)c1nnc(NC(=O)COc2ccccc2F)s1	-2.9	-7	2	2.3	-3.2	11	0	16	4.2	-4	-3
O=C(CN1CCC(c2nc3ccccc3[nH]2)CC1)NCc1ccc2c(c1)OCO2	-2.3	25	8	3.8	0.4	-6	1	-2	1.5	2	3
